Arr AP2 block: inhibitors of human beta-arrestin and AP2 interaction; FITC-arrestin peptide / GST-AP2 beads, flow cytometry; AP2 beta2 appendage carries R879A mutation; inhibition, % at 10 µM; 340,000 compounds, 0.31% hits; AID 504490;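 active = inhibition above a set limit, near 3 SD of compounds lacking own fluorescence, cut at about 54% in these data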;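 note: plate controls were DMSO wells for no effect and 5 µM unlabelled arrestin peptide for full effect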
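Material – AP2 appendage R879A on GSH beads · Buffer or medium – PBS with 0.05% Tween 20 and 0.1% BSA · Probe or stimulus – fluorescein-tagged arrestin peptide at 50 nM final · Incubation – compound with beads 12 min RT, then probe 1 h RT · Detection – high-throughput flow cytometry of beads, ex 488, em 535 nm · Evaluation – percent response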
PKA-R2B act: activates the human PKA-R2B holoenzyme complex. PKA-R2B holoenzyme dissociation, Cy5-IP20 fluorescence polarization; R2B truncated from residue 108, S112A mutant; 0% DMSO only, 100% 113 µM cGMP. 340,000 compounds, 0.079% hits. activation, % at 11.4 µM. AID 504700;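 active = activation above a cutoff set at the mean over all compounds plus 3 SD, cut at about 18% in these data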;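 note: higher means more holoenzyme dissociation and a rise in polarization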
Target sequence (P31323 whole entry, looked up, other chains not shown, the tested form may be a part): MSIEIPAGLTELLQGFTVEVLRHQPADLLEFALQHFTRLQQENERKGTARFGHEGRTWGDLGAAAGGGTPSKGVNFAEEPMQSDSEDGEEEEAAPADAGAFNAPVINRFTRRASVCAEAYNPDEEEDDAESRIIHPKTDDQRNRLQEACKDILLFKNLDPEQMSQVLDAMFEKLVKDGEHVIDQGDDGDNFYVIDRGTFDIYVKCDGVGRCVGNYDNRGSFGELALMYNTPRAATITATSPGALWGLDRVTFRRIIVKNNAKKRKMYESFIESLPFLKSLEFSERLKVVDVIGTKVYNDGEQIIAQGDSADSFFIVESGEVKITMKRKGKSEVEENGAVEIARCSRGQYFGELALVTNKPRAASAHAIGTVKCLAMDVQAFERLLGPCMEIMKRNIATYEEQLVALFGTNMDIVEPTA
HTR5A ag ctr: activates human HTR5A in OPRM1-OPRD1 agonist counter-screen; P47898; HTR5A agonist assay, luminescence, cell-based; activation, % at 9.3 µM; 340,000 compounds, 0.61% hits; in the data active = activation mostly above about 9.5%, no sharp cut-off; inactive = mostly below about 7.6%;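 note: 0% = cells with vehicle only and 100% = reference agonist; strong numbers were not always called active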
Target sequence (P47898 whole entry, looked up): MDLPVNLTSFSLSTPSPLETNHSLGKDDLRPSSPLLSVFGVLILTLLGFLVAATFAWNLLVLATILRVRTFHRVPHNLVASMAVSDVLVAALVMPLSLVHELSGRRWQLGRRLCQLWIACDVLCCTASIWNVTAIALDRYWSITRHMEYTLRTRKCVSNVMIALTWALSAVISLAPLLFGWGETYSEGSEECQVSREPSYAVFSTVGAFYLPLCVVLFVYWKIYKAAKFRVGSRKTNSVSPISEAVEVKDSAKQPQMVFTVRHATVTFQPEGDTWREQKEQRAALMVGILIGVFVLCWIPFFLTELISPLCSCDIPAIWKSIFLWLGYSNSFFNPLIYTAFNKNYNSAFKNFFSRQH
DAGLB inh: diacylglycerol lipase beta (human) inhibition; 340,000 compounds, 0.059% hits; inhibition, % at 5.17 µM; HEK293T DAGLB membrane lysate, EnzChek fluorogenic substrate; in the data active = inhibition above about 34%;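 note: 0% = enzyme with vehicle and 100% = wells lacking enzyme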
MOR-DOR inv ag: inverse agonists of human mu-delta opioid receptor heterodimerization; P35372+P41143; cell-based MOR-DOR heterodimer luminescence, inverse agonism; inhibition, % at 9.3 µM; 340,000 compounds, 0.21% hits; AID 504357; in the data active = inhibition above about 22%, passing the limit was not always enough;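 note: 0% = cells with DMSO and 100% = wells without cells with DMSO; values of inactives mirror those of a sister screen read the other way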
PKA-R1A activ: activators of PKA-R1A complex; AID 504707; activation, % at 11.4 µM; PKA-R1A dissociation, Cy5-IP20 fluorescence polarization; scaled: DMSO 0%, 113 µM cGMP 100%; 340,000 compounds, 0.083% hits; P00514+P68181;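 active = percent activation above the mean of all tested compounds plus 3 SD, cut at about 19% in these data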;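 note: higher means more PKAc released from R1A so a rise in polarization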
OPRM1-OPRD1 ag: agonists of human mu-delta opioid receptor heterodimerization | cells, OPRM1-OPRD1 heterodimerization, luminescence | 340,000 compounds, 0.3% hits | activation, % at 9.3 µM | P35372+P41143; in the data active = activation above about 18%;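 note: 0% = vehicle-treated cells and 100% = reference agonist; values of inactives mirror those of a sister screen read the other way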
HTR5A inv ctr: HTR5A inverse agonism, opioid heterodimer counter-screen; HTR5A cell line, luminescence; inhibition, % at 9.3 µM; 340,000 compounds, 0.083% hits; AID 504634; in the data active = inhibition mostly above about 23%, no sharp cut-off; inactive = mostly below about 18%;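 note: 0% = cells with DMSO and 100% = no-cell wells with DMSO; some compounds called inactive have numbers as strong as hits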
Pemphigus Ab inh: inhibitors of pemphigus antibody binding to human desmoglein-3; P32926; DSG3-coupled beads, scFv-anti-DSG3-GFP binding, flow cytometry; hits give low values; binding (percent of control), % at 10 µM; 310,000 compounds, 0.48% hits; AID 588358;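 active = binding more than 3 SD below its plate's average and above zero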;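 note: hits lower antibody fragment binding to DSG3; some compounds called inactive have numbers as strong as hits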
V-ATPase pH: regulators of yeast V-ATPase proton transport; 350,000 compounds, 0.37% hits; S. cerevisiae, pHLuorin cytosolic pH fluorescence; AID 504577; response, % at 10 µM; in the data active = response mostly above about 7.3%, no sharp cut-off; inactive = mostly below about 5.4%; note: actives read high; inactives centre near 0; some compounds called inactive have numbers as strong as hits; reference of the scale not given here
Active calls of the source: *; . = no result given. An unsorted share of the library, and some 2.4% of all compounds hit somewhere here.

SMILES	Arr AP2 block	PKA-R2B act	HTR5A ag ctr	DAGLB inh	MOR-DOR inv ag	PKA-R1A activ	OPRM1-OPRD1 ag	HTR5A inv ctr	Pemphigus Ab inh	V-ATPase pH
CCOC(=O)c1nnn(-c2nonc2N)c1COc1c(C=O)cccc1OC	-16	-4	-2	1	8	-5	-1.3	10	99	3
Cn1c(=O)c2c(nc(CN3CCN(c4cccc(Cl)c4)CC3)n2CCc2ccccc2)n(C)c1=O	-8	-1	-3	-5	5	-9	-1.2	8	.	-6
COC(=O)CSc1nnc2n(-c3ccc(OC)cc3)c(=O)c3c4c(sc3n12)CCCCC4	11	0	0	5	2	-2	-0.3	15	97	-3
COC(=O)c1[nH]c2ccc(C)cc2c1NC(=O)CN1CCCC(C)(C)C1	21	10	-4	-6	-14	0	2.5	-7	108	-1
Cc1[nH]c2ccc(F)cc2c(=O)c1SC(F)(F)C(F)C(F)(F)F (configuration not stated)	4	-10	-2	0	-4	1	0.7	-8	113	1
Cc1ccc(C(=O)OCCc2c(C)[nH]n(-c3ccccc3)c2=O)cc1	23	-3	3	-1	11	-10	-1.9	19	102	-2
Cc1cc(-c2cc(C(=O)O)c3ccccc3n2)c(C)s1	6	2	5	3	2	-10	-0.4	-14	98	-3
Cc1cc(C(=O)NCCC2=CCCCC2)no1	-1	-13	-2	1	9	-11	-1.6	-17	96	2
COC(=O)C1C2CC3c4[nH]c5cc(OC)ccc5c4CCN3CC2CC(O)C1OC (configuration not stated)	-1	12	-1	-3	2	5	-0.4	26	.	-4
CCSc1ncc(Cl)c(C(=O)Nc2ccc(S(=O)(=O)Nc3ncccn3)cc2)n1	0	-3	-2	-1	14	-4	-2.9	-20	101	-4
COC(=O)c1ccccc1Sc1snnc1C	17	1	0	-2	14	-7	-2.6	0	107	-3
CC[C@H](C)[C@H](NC(=O)OCc1ccccc1)C(=O)OCC(=O)Nc1ccc(N2CCOCC2)cc1	-1	3	1	1	10	-2	-2.0	6	102	-6
CS(=O)(=O)N1CCN(c2ccccc2NC(=O)c2ccc(Br)o2)CC1	-1	-6	7	1	13	-2	-2.2	2	121	3
COc1ccccc1NC(=O)CNC(=O)c1ccccc1C	1	-13	3	0	14	1	-2.7	-2	98	-2
COc1ccc(S(=O)(=O)N2CCOCC2)cc1NC(=O)c1ccccc1C	20	-3	3	-3	10	4	-1.8	10	.	1

Reformatted with bars between the fields: entries from further up.
Structure | Arr AP2 block | PKA-R2B act | HTR5A ag ctr | DAGLB inh | MOR-DOR inv ag | PKA-R1A activ | OPRM1-OPRD1 ag | HTR5A inv ctr | Pemphigus Ab inh | V-ATPase pH
COC(=O)c1[nH]c2ccc(C)cc2c1NC(=O)CN1CCCC(C)(C)C1 | 21 | 10 | -4 | -6 | -14 | 0 | 2.5 | -7 | 108 | -1
Cc1[nH]c2ccc(F)cc2c(=O)c1SC(F)(F)C(F)C(F)(F)F (configuration not stated) | 4 | -10 | -2 | 0 | -4 | 1 | 0.7 | -8 | 113 | 1

Next records follow:
SMILES	Arr AP2 block	PKA-R2B act	HTR5A ag ctr	DAGLB inh	MOR-DOR inv ag	PKA-R1A activ	OPRM1-OPRD1 ag	HTR5A inv ctr	Pemphigus Ab inh	V-ATPase pH
CCCCn1c(N)c(N(CC(C)C)C(=O)CCNC(=O)c2ccc(Br)cc2)c(=O)[nH]c1=O	-10	-5	-3	1	1	9	-0.2	-6	106	3
CCN(CC)c1ccc(/C=N/n2c(-c3ccccc3Br)n[nH]c2=S)cc1	2	-11	-8	4	6	-4	-1.2	25	102	-3
C[C@H](CO)N1C[C@H](C)[C@@H](CN(C)S(=O)(=O)c2ccc(F)cc2)Oc2ccc(NC(=O)C3CCCCC3)cc2C1=O	-7	-9	3	0	-4	-2	0.7	8	105	0
COc1ccc(Cn2c(CCC(=O)Nc3ccc(C)c(C)c3)nc3cccnc32)cc1	19	-6	4	-3	6	0	-1.0	2	99	0
Cc1cc(S(=O)(=O)N2CCOCC2)ccc1OCC(=O)Nc1ccccc1C(F)(F)F	-8	-9	3	1	-3	7	0.3	-8	94	-5
O=C(COc1ccc(F)cc1)N(Cc1cccs1)C1CCS(=O)(=O)C1 (configuration not stated)	7	11	8	1	13	6	-2.3	-24	97	2
CCCN(CC#CC(O)(c1ccccc1)c1cccnc1)CCC (configuration not stated)	17	16	4	2	9	0	-2.1	-12	100	-2
O=C(NCc1ccccn1)C1CCN(S(=O)(=O)N2CCCC2)CC1	-3	-8	5	0	6	-1	-1.0	-3	98	3
CCOC(=O)c1c(NC(=O)Cn2cnc([N+](=O)[O-])n2)sc2c1CCCC2	-2	-14	7	-2	-12	2	2.4	-11	89	4
Cc1cccc(C(=O)NNC(=O)c2ccc(Br)cc2)c1	-6	-14	0	-1	4	12	-0.8	0	105	-2
COc1ccc(N(CC(=O)Nc2ccc(S(=O)(=O)N3CCOCC3)cc2)S(=O)(=O)c2ccc(F)cc2)cc1	6	-8	2	0	-1	-6	0.3	-5	103	1
COc1cccc(C(C(=O)NC2CCCC2)N(C(=O)c2ccco2)c2ccc(-n3cnnn3)c(C)c2)c1OC (configuration not stated)	2	-2	-3	-1	8	-8	-1.6	-12	106	0
O=[N+]([O-])c1ccc(S(=O)(=O)N2CCN(Cc3c[nH]c4ccccc34)CC2)cc1	0	-6	7	-1	-20	4	3.8	-10	.	-2
CC1CCC(NC(=O)COC(=O)C2CC3CCCC(C2)C3=O)CC1 (configuration not stated)	-1	-3	3	0	7	-6	-1.0	-11	105	1
CCOc1cccc2cc(C(=O)Nc3nccs3)c(=O)oc12	30	-1	-3	0	-3	3	0.5	11	111	4
CCOc1ccc(-n2nc3ccc(NC(=O)CC)cc3n2)cc1	32	7	1	-4	11	0	-2.0	-6	107	1
O=S(=O)(Nc1ncccn1)c1ccc(NC(=S)Nc2ccc(Cl)cc2)cc1	5	-2	2	2	12	-1	-2.4	-7	90	0
O=C1CCC(C(=O)N2CCCCO2)CN1CCc1ccc(Cl)cc1 (configuration not stated)	-7	4	-6	-1	7	8	-1.3	14	108	-3
O=C(NC1CCCC1)C1CCN(S(=O)(=O)N2CCCCC2)CC1	22	-12	-2	0	3	2	-0.5	3	103	-4
Cc1ccc2nsnc2c1S(=O)(=O)N1CCCC1C(=O)O (configuration not stated)	20	-7	3	-2	13	-8	-2.3	-9	101	0
O=C(NCCCn1ncc2ccccc21)c1cc(COc2c(F)cccc2F)on1	3	-1	5	-4	14	-10	-2.5	-14	102	-3
C=C(C)Cn1c(=O)c(NC(=O)c2ccccc2)c2n(c1=S)CCC2	-6	-16	-2	-1	1	-14	-0.2	-4	102	1
COc1cc(OC)c(C(=O)c2ccccc2[N+](=O)[O-])c(OC)c1	.	-6	.	-5	.	6	.	.	97	-1
CCOc1ncccc1C(=O)N=C1SCCN1C(=O)c1cccnc1OCC	36	-8	1	-1	11	-5	-2.2	-4	102	4
CCN(CC(=O)Nc1c(F)cccc1F)C(=O)CSCC(=O)Nc1ccc(OC)cc1	7	-3	8	-1	5	6	-0.7	-25	99	4
N#Cc1c(C(F)(F)F)cc(-c2ccccc2)n(N)c1=O	12	-2	3	-1	-2	-4	0.3	-12	91	3
COc1ccc(Cl)cc1NC(=O)CSc1nc2ccsc2c(=O)n1CC1CCC(C(=O)O)CC1 (configuration not stated)	-6	2	-1	0	15	-11	-2.9	2	102	4
COc1cc(/C=N/Nc2ccc(S(N)(=O)=O)cc2[N+](=O)[O-])cc(OC)c1O	0	-5	-12	32	-12	-2	2.4	42	83*	0
CC1S/C(=C(\C#N)C(=O)NCc2ccco2)N(c2ccc(F)cc2)C1=O (configuration not stated)	8	-7	2	2	4	2	-0.8	5	99	-2
COC(=O)CC1C(=O)NCCN1C(=O)OC(C)(C)C (configuration not stated)	9	2	-1	-2	4	2	-0.8	3	98	14
CCCN1C(=O)c2cc(C(=O)NC3CCCCCC3)ccc2C1O (configuration not stated)	52	2	5	-1	17	10	-3.3	-16	105	3
CCOC(=O)CCC(NC(=O)CCCCC(=O)NC(CCC(=O)OCC)C(=O)OCC)C(=O)OCC (configuration not stated)	7	10	2	0	2	-9	-0.4	8	103	2
Cc1cc(C)cc(C(=O)Nc2cccc(NC(=O)c3ccco3)c2)c1	-8	8	-7	0	23	-3	-4.6	17	113	2
O=C(O)CC(SCc1ccc(C(=O)O)o1)C(=O)O (configuration not stated)	28	-13	0	2	12	-3	-2.3	-1	71	-6
COC(=O)c1c[nH]n2c(=O)cc(CCl)nc12	8	20*	-4	1	8	6	-1.4	8	102	1
Cc1ccc(NC(=O)CSc2nnc(C(F)(F)F)n2C)cc1[N+](=O)[O-]	9	1	-4	1	-2	-3	0.3	-3	95	0
O=C(CCSc1nnc2ccc3ccccc3n12)Nc1ccc(F)cc1	3	-5	-1	5	-12	-12	2.4	-10	.	7
CCOc1ccc(/C=C/C(=O)Oc2ccccc2)cc1	-4	8	1	-8	-19	-7	3.8	-5	119	0
CCOc1ccc(S(=O)(=O)n2cc(-c3ccccc3)c(N)n2)cc1	-6	8	-6	-4	6	-1	-1.1	15	96	1
NS(=O)(=O)c1ccc(CCNS(=O)(=O)Cc2ccc(Cl)cc2)cc1	1	4	-3	1	8	6	-1.8	10	93	-1
COc1ccc(C(C(=O)NC(C)(C)C)N(C(=O)CCC(=O)Nc2cc(C)on2)c2ccc3c(c2)OCCO3)cc1 (configuration not stated)	16	4	5	3	4	-5	-0.7	-15	.	-1
COc1cc2cc(C(=O)N3CCN(c4ccccc4OC)CC3)[nH]c2cc1OC	-10	-1	1	0	13	4	-2.8	-3	97	1
CCOc1ccc2[nH]c3c(NCCO)ncnc3c2c1	4	1	-1	0	5	11	-0.9	4	94	1
CCOc1ccc2nc(/N=C/c3c(C)[nH]n(-c4ccc(C)cc4)c3=O)sc2c1	22	-1	-3	2	-2	-5	0.4	27	117	-1
O=C(c1ccc(COCC(F)(F)F)o1)N1CCCCCC1	-8	7	0	0	13	-11	-2.3	6	109	-1
CN(CC(=O)Nc1cccc(F)c1)C(=O)c1csc2c1CCCC2	3	0	4	-2	-5	-8	0.9	-11	108	3
CCCCN(C(=O)c1ccc(NC2CC2)c([N+](=O)[O-])c1)c1c(N)n(CCCC)c(=O)[nH]c1=O	-5	0	-12	7	11	-8	-2.1	28	.	-2
Clc1ccc2nc(CSc3nc4ccccc4o3)cn2c1	10	-6	-1	-3	3	5	-0.5	6	98	-1
COc1cccc(NC(=O)c2ccc[n+](C)c2)c1	0	-11	0	1	14	-2	-2.7	-1	107	2
Cc1ccc(C(=O)OCC(=O)Nc2sc3c(c2C#N)CCCCC3)cc1NC(=O)c1ccco1	0	-10	2	-2	-5	2	0.8	-18	115	1
Cn1c(=O)[nH]c(=O)c2c1nc(CN1CCN(c3ccccc3F)CC1)n2CCc1ccccc1	1	-1	-1	3	-3	-11	0.6	-22	102	1
COc1ccc(-c2sc(C(=O)c3ccc(Cl)cc3Cl)cc2CC(=O)O)cc1	10	6	1	6	8	1	-1.7	-5	130	-3

Screening data: PubChem, several laboratories
